Compound activity: PubChem BioAssay, several laboratories
KLF5 inh: suppresses KLF5 promoter-driven expression; inhibition, % at 5 µM; 290,000 compounds, 0.23% hits; AID 1700; DLD-1 KLF5 promoter-luciferase reporter, luminescence;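 active means inhibition above a per-plate limit of that plate's mean compound inhibition plus 3 SD, cut at about 60% in these data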;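 further: 0% = DMSO wells and 100% = LY294002 at 200 µM; higher means less KLF5 promoter-driven luciferase light; inactives centre near -14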
AI-2 QS modul: modulators of Vibrio harveyi AI-2 quorum sensing system; Vibrio harveyi JMH597 AI-2 luminescence/OD600 ratio, 9 h; hits give low values; strain lacks LuxN and CqsS sensors; 0 = neutral-control median; activity change, % at 7.5 µM; 300,000 compounds, 0.4% hits; in the data active means activity change below about -75%, passing the limit was not always enough; inconclusive means no clear call, values can overlap the other calls;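 further: luminescence divided by OD600 gain over 9 h not by final OD600 alone; inactives centre near 13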
IEC-6 cytotox: counter-screen for KLF5 inhibitors: cytotoxicity in IEC-6 cells. IEC-6 cytotoxicity, luminescence viability. inhibition, % at 5 µM. 290,000 compounds, 0.78% hits; in the data active means inhibition above about 22%;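 further: 0% = plate median of test compound wells and 100% = cytotoxic reference compound wells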
aSyn 5UTR inh: 5' untranslated region of α-synuclein, MLPCN primary screen. alpha-synuclein 5'UTR reporter, inhibitor activity. inhibition, % (tested at 7.5 µM). 300,000 compounds, 0.82% hits. AID 1813; in the data active means inhibition above about 60%; inconclusive means no clear call, values can overlap the other calls;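 further: H4 neuroglioblastoma cells stably carrying SNCA 5'UTR luciferase fusion; 0% = DMSO wells and 100% = positive control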
HSF1 inhib: HSF1 inhibition; NIH3T3-HGL HSE-luciferase, MG132-induced, luminescence 8 h; hits give low values; activity change, negative = inhibition, % at 7.5 µM (by protocol); 300,000 compounds, 0.77% hits; AID 2098;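 active means more than half of replicate wells show activity change below -50%, luminescence cut by over half; inconclusive means some wells, but at most half, below -50%; inactive means no replicate well below -50%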;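 further: luciferase reports HSF-1 transcriptional activity via heat shock element; 0% = median of DMSO wells and -100% = zero luminescence signal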
GSK3A inh: inhibitors of human GSK-3 alpha kinase. P49840. ADP-Glo luminescence, 60 min. inhibition, % at 10 µM. 320,000 compounds, 0.1% hits. AID 2650;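 in the data active means inhibition above about 50%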;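 further: GST-tagged GSK-3 alpha with peptide substrate and 25 µM ATP; 0% = DMSO neutral wells and 100% = GW8510 positive control wells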
Target sequence (P49840 whole entry, looked up): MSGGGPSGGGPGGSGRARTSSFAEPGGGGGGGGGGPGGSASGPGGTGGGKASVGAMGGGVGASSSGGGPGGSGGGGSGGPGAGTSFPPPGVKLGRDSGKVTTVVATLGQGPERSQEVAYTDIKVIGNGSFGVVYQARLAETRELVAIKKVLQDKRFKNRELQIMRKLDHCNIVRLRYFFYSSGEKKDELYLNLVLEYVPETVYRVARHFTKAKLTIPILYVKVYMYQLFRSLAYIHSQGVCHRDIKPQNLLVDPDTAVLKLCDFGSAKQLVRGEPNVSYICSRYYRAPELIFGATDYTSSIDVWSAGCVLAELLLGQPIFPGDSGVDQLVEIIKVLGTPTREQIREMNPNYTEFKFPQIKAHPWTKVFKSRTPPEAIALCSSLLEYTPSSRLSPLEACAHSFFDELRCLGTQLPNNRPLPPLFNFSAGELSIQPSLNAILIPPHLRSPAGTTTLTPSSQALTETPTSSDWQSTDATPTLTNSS
HSF1 activator: increases HSF-1 driven luciferase reporter signal; NIH3T3-HGL HSF-1 luciferase reporter, MG132, 8 h; 100% = twice DMSO control signal; activation, % at 9 µM; 300,000 compounds, 1.7% hits; AID 504408;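 active means mean replicate activation of at least 50% with a set share of replicates each reaching 50%; inconclusive means only one of those two conditions met; inactive means mean below 50% and too few replicates reaching it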;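 further: 0% = median of the neutral control wells and 100% = twice that signal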
HSP90 inh: blocks HSP90-mediated luciferase refolding in reticulocyte lysate; Rabbit reticulocyte lysate, luciferase refolding luminescence, 3 h; inhibition, % at 5.6 µM; 290,000 compounds, 0.91% hits; AID 1789;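 active means inhibition above the screen-wide mean plus 3 SD, computed separately per campaign, cut at about 16% in these data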;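 further: 0% = DMSO wells and 100% = 60 µM geldanamycin wells; inhibitors lower the luminescence because luciferase stays unfolded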
GSK3B inh: inhibitors of human GSK3beta kinase; AID 2097; GST-GSK3beta kinase, ADP-Glo luminescence, 60 min; hits give low values; activity score (negative = inhibition), % at 10 µM; P49841; 300,000 compounds, 0.038% hits;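 active means more than half of replicate wells score below -50%, meaning over 50% inhibition versus plate controls; inconclusive means some replicates but at most half score below -50%; inactive means no replicate scores below -50%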;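 further: 0% = median DMSO wells and -100% = median GW8510 positive control wells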
Target sequence (P49841 whole entry, looked up): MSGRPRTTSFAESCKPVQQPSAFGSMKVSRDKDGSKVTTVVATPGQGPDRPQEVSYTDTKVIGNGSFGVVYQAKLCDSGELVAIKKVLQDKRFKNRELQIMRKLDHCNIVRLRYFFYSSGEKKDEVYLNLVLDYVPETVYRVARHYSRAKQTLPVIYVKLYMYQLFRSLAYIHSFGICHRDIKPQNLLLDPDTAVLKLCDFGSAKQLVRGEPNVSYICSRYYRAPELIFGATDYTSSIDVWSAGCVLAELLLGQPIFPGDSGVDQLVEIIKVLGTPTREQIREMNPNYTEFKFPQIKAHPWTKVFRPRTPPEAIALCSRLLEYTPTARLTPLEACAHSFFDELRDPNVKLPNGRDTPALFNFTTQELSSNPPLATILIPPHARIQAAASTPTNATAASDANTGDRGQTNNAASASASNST
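Assay system: GST-fused GSK3beta enzyme, cell-free / Medium: Tris pH 7.5 buffer with MgCl2, DTT, BSA, heparin / Also added: peptide substrate plus 25 µM ATP (final) / Compound: 10 µM single point / Timing: kinase reaction with compound 60 min at room temperature / Detection: ADP-Glo luminescence / Benchmarks: DMSO neutral wells and GW8510 at 20 µM as positive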
PolyA inh: yeast polyadenylation inhibition; calls only at 12 µM; 300,000 compounds, 0.02% hits; S. cerevisiae SKY197-pL101 polyadenylation reporter, beta-gal luminescence; efflux-impaired pdr1/pdr3 knockout yeast; score 100 = 6 SD above DMSO; AID 1875;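 active means lowest replicate activity score at least 50, where 100 means six control SD above control mean; inconclusive means lowest score under 50 but half or more replicates reach 50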;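 further: yeast exposed to compound for 9 h at 30 °C; higher score means more reporter readthrough which indicates perturbed polyadenylation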
* hit, by the source's call; i = inactive; ? = inconclusive; / = no result given; & = joins results of further samples.

SMILES	KLF5 inh	AI-2 QS modul	IEC-6 cytotox	aSyn 5UTR inh	HSF1 inhib	GSK3A inh	HSF1 activator	HSP90 inh	GSK3B inh	PolyA inh
O=C(CN(Cc1ccco1)C(=O)CCC(=O)Nc1ccccn1)NCc1ccccc1	11	7	-4	-1	-3	7	-9	1	-2	i
COc1ccc2c(c1)O/C(=C\c1ccccc1O)C2=O	/	9	/	-94	28	-4	62*	/	0	i
O=C1NC(=S)N/C1=C\c1ccc(Oc2ccc(C(F)(F)F)cc2[N+](=O)[O-])c(Cl)c1	4	7	-2	-17	-11	-2	-8	2	0	i
Cc1cc(C)cc(-n2nnc(C(=O)NCc3ccc4c(c3)OCO4)c2N)c1	-34	28	-7	-16	-10	-4	-4	1	0	i
COc1ccc2c(c1)C(=NNc1ccc(C(=O)O)cc1)c1cc(OC)ccc1-2	-50	9	4	-50	6	2	26	-8	2	i
O=C(Nc1ccc(S(=O)(=O)Nc2cnc3ccccc3n2)cc1)c1cccc(OC(F)F)c1	-21	5	-2	-6	2	-1	2	-2	1	i
Cc1sc2nc(SCC(=O)N3CCN(CCO)CC3)n(-c3ccccc3)c(=O)c2c1C	-22	19	0	8	10	-1	43	0	-3	i
CN(CC(=O)Nc1ccc(Cl)c(Cl)c1)C(=O)/C=C/c1ccc(F)cc1	-28	22	-2	-15	-2	-5	14	-1	0	i
CCC(=O)NC(=S)Nc1cccc(Cl)c1N1CCCCC1	-4	13	-1	24	-13	-1	-4	-2	-2	i
COc1ccc2cc(C(=O)C3CCCN(Cc4cnc(C)s4)C3)ccc2c1 (centres undefined)	4	39	-4	19	-2	1	12	3	0	i
Cc1ccc(-c2ccc(=O)n(CC(=O)Nc3ccc4c(c3)OCCO4)n2)cc1	-45	0	4	4	-7	-3	-5	-1	2	i
COc1ccc(N(C(=O)c2ccco2)C(C(=O)NC2CCCC2)c2ccc(OC)c(OC)c2)cc1 (centres undefined)	-22	13	-5	-28	-4	0	2	-4	-4	i
O=[N+]([O-])c1cccc(/C=N/Nc2ccccn2)c1	0	36	-1	-230	23	0	42	0	4	i
COc1cc(Cl)c(C)cc1NC(=O)COC(=O)c1cnc(C)cn1	-24	2	3	3	3	1	-9	5	1	i
COc1ccccc1NS(=O)(=O)c1cccc(C(=O)NCc2ccncc2)c1	/	19	/	2	1	0	5	/	-2	i
O=S(=O)(c1ccc(-c2ccccc2)cc1)N1CCOCC1	10	-1	2	-20	0	2	6	0	3	i
CCN(CC(=O)Nc1ccccc1C(F)(F)F)C(=O)c1ccc(=O)n(Cc2ccccc2)n1	2	2	8	16	5	1	1	0	0	i
CCOC(=O)N1CCC(Nc2c(NCCCOC)c(=O)c2=O)CC1	-10	9	-6	-13	7	1	7	6	3	i
CC1(C)CC(NC(=O)COc2ccc(Br)cc2Cl)CC(C)(C)N1	2	12	1	-20	-14	-1	-19	6	2	i
CN(CC(=O)Nc1c(Cl)cccc1Cl)C(=O)C1CSC2(C)CCC(=O)N12 (centres undefined)	/	41	/	10	-6	-1	-9	/	2	i
Cc1onc(-c2ccccc2)c1-c1nc2ccccc2c(=O)o1	-10	6	-3	-48	-22	0	-21	1	0	i
Cc1cc(C)cc(NC(=O)Nc2ccc(NC(=O)c3ccccc3O)cc2)c1	14	11	-2	-2	-4	-2	-5	-4	0	i
O=C1CNC(=O)N1Cc1ccc(Br)cc1	-32	31	-3	15	-6	-3	-26	1	-2	i
CN(C)S(=O)(=O)c1cc(NC(=O)CN2CCNC(=O)C2)ccc1Cl	-32	35	-3	-11	-9	-1	-18	4	5	i
Cc1ccc2cc(/C=N/NC(=O)[C@H](C)NC(=O)OC(C)(C)C)c(Cl)nc2c1	-20	17	-1	10	-9	1	-6	-3	-5	i
COC(=O)c1sccc1NC(=O)c1cccs1	-21	23	0	11	-3	-3	11	0	0	i
S=C(c1ccc(-c2cccc(Cl)c2)o1)N1CCOCC1	-64	20	1	-144	37	-2	49	5	1	i
N#CC(=C=[N-])c1nc2ccccc2nc1-[n+]1cccc(NC(=O)c2ccccc2)c1	-4&-17	15&-4	3&2	0&-12	0&2	-1&1	-7&16	4&3	-1&-30	i
CCOC(=O)C1CCCN(Cc2cc(=O)oc3cc(C)ccc23)C1 (centres undefined)	-13	8	-10	-75	27	1	26	-2	0	i
O=C(NCc1ccccc1)c1cc(-c2cccc(O)c2)on1	-57	-82*	1	-66	0	-5	9	0	0	i
COc1ccccc1N1C(=O)CC(Sc2ncccc2C(=O)O)C1=O (centres undefined)	-47	20	-1	-7	-7	-3	6	1	2	i
Fc1ccccc1N1CCN(C2CCN(Cc3c[nH]c4ccccc34)CC2)CC1	/	9	/	-55	4	4	-15	/	1	i
Cc1ccc(NC(=O)CSCC(=O)Nc2cc(C(F)(F)F)ccc2N2CCOCC2)cc1	/	2	/	5	0	0	8	/	3	i
O=S(=O)(c1ccc(F)cc1)N1CCC(O)(c2ccc3c(c2)OCO3)CC1	-17	0	-3	13	/	0	/	-1	-1	i
COCCn1c(-c2cc(OC)c(OC)c(OC)c2)nc2oc3ccccc3c(=O)c2c1=O	/	24	/	34	-1	-2	-6	/	3	i
CN(C)c1cccc(C(=O)N/N=C/c2ccoc2)c1	/	-5	/	-39	-1	-3	6	/	2	i
CCOC(=O)c1cnn(-c2ncnc3c2oc2ccccc23)c1N	/	11	/	-98	5	/	11	/	1	i
COc1ccc(C(=O)N/N=C2\CCc3ccccc32)cc1OC	-45	9	-4	-6	1	-1	5	-4	0	i
COc1ccccc1CNC(=O)COC(=O)Cc1ccc(Cl)cc1	-54	7	-3	2	-1	-1	-12	-4	0	i
CC(C)COP(=O)(CNC(=O)CN1C(=O)c2ccccc2S1(=O)=O)OCC(C)C	-17	2	-5	21	-4	-1	18	4	2	i
c1ccc2oc(SCc3cn4ccsc4n3)nc2c1	-101	-6	1	-122	27	-1	?	8	1	i
Cc1c(NC(=S)SCc2ccccc2)c(=O)n(-c2ccccc2)n1C	-11	16	-3	2	-5	-3	-7	2	0	i
C[C@@H]1C=C[C@](Cc2ccccc2)(C(=O)NCC2CC2)N1C(=O)c1ccccc1	-46	6	2	-53	7	0	8	-1	-5	i
COc1ccc(C(=O)Nc2cc(C(C)=O)c(C)oc2=O)cc1	-15	8	2	-60	18	0	31	2	-5	i
COc1ccccc1Oc1ccc(NC(=O)Cc2ccccc2)cc1	/	12	/	-37	21	-4	46	/	-1	i
NC(=O)c1sc2nc3c(c(-c4ccc(Cl)cc4)c2c1N)CCCC3	2	10	1	66*	-6	16	-8	1	-9	i
O=C(CC(C(=O)O)c1cccc(Cl)c1)c1ccccc1 (centres undefined)	-1	37	-3	4	-8	-3	9	-2	2	i
Cc1cccn2c(=O)nc(SCC(=O)Nc3ccc4c(c3)OCCO4)nc12	/	52	/	-4	3	0	1	/	3	i
CC(=O)N1CCc2cc(S(=O)(=O)NCCC(=O)Nc3ccc4c(c3)OCCO4)ccc21	-39	26	0	-176	2	-2	47	0	-3	i
O=C(CCS(=O)(=O)c1ccc2c(c1)NC(=O)CO2)NCCc1ccc(Cl)cc1	-9	25	-1	23	7	1	-2	-1	0	i
O=C(NCc1ccccn1)Nc1ccc(Br)cc1Cl	-121	14	0	-72	25	0	27	-6	-3	i
CCOc1ccc(C(c2c(O)nc(SC)[nH]c2=O)c2c(O)nc(SC)[nH]c2=O)cc1	/	17	/	-12	3	-1	6	/	3	i
O=C(CSc1nnc(-c2ccc(O)cc2)n1-c1ccccc1)CC(=O)Nc1ccccc1	-37	9	-13	7	-13	-2	7	-3	-4	i
CCOC(=O)c1cc(-c2ccccc2)sc1NC(=O)CN1C(=O)NC(CC)(c2ccc(F)cc2)C1=O (centres undefined)	7	10	4	25	4	-2	16	3	-1	i
COc1ccc(Nc2nnc(-c3ccc(O)cc3)c3ccccc23)cc1	-36	22	3	25	27	-2	45	-2	2	i
C=CCN(C(=O)c1ccc(Cl)cc1)c1ccccc1C(=O)NCC(=O)O	-9	31	-1	-13	5	0	3	0	6	i
O=[N+]([O-])c1cc(/C=N/N2CCOCC2)cs1	-7	17	-4	-7	3	1	36	-1	-2	i
CCOC(=O)/C(C(N)=NCCO)=C(/O)c1ccccc1	2	9	-1	-1	-14	/	-34	-5	1	i
Cc1ccc(NS(=O)(=O)c2cccc(C(=O)NCC(c3ccc(F)cc3)N3CCOCC3)c2)cc1 (centres undefined)	/	33	/	8	12	/	7	/	-3	i
CC(C)Oc1ccc(/C=N/NC(N)=S)cc1	-44	-66	1	-116	5	0	-9	4	1	i
Going on with the list.
SMILES	KLF5 inh	AI-2 QS modul	IEC-6 cytotox	aSyn 5UTR inh	HSF1 inhib	GSK3A inh	HSF1 activator	HSP90 inh	GSK3B inh	PolyA inh
O=[N+]([O-])c1ccc(S(=O)(=O)N/N=C/c2cccs2)cc1	6	22	0	-12	11	0	25	8	0	i
CCOC(=O)Cc1csc(NS(=O)(=O)c2ccc(Cl)cc2)n1	4	-7	-4	7	-4	-4	-9	4	4	i
O=c1[nH]n(-c2cccc3cccnc23)c(=O)c2ccccc12	-6	28	-2	-1	-4	-2	4	2	0	i
CC(=O)N1CCc2cc(S(=O)(=O)CCC(=O)NCCc3ccc(Cl)cc3)ccc21	-41	8	3	30	7	0	4	0	5	i
O=c1cc(CSc2nnc(COc3ccccc3Cl)o2)nc2sccn12	-9	-27	7	20	-4	-3	10	0	1	i
CCOC(=O)CCc1c(C)nc2c(c(C)nn2C(C)(C)C)c1C	-13	4	2	7	-5	-1	7	-5	3	i
CCNc1nc(NC(C)C)nc(Oc2ccc(OCCOc3ccccc3)nn2)n1	9	9	-4	20	/	-2	/	-1	-2	i
Cc1ccc(C(=O)CSc2nc(O)cc(=O)[nH]2)cc1C	-22	20	-1	-18	5	1	7	-3	-18	i
COc1ccc2nnc(-c3ccccc3)n2n1	10	13	-3	20	-3	16	-6	8	-8	i
O=C(c1ccc2snnc2c1)N1CCOCC1	-1	15	-2	25	-10	2	-8	-2	-2	i
Cn1c(=O)c2c(nc(Br)n2C/C=N/NC(N)=S)n(C)c1=O	-32	20	-7	-24	0	2	2	1	2	i
Cc1ccc(C)c(/C(O)=C2/C(=O)C(=O)N(CCN3CCOCC3)C2c2ccc(C)o2)c1 (centres undefined)	6	12	-1	1	4	-1	-3	-1	0	i
OC(COc1ccc2c(c1)OCO2)CN1CCN(c2ccccc2)CC1 (centres undefined)	-24	15	-1	11	4	-1	-5	2	2	i
COc1ccc(O)c(/C=C(\C#N)C(=O)Nc2ccccn2)c1	2	16	0	-48	6	/	39	-2	-2	i
CCN1CCN(c2nc3c(c(=O)[nH]c(=O)n3C)n2CCCc2ccccc2)CC1	10	25	1	12	0	3	13	2	-3	i
c1ccc(Sc2ccccn2)cc1	/	2	/	22	-9	-4	-17	/	-11	i

Some of the compounds tested; rates above refer to the full screens.
